From PubChem BioAssay
GSK3A inh = human GSK-3 alpha kinase inhibition; P49840; ADP-Glo luminescence, 60 min; inhibition, % at 10 µM; 320,000 compounds, 0.1% hits; AID 2650;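 in the data active = inhibition above about 50%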;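 also: GST-tagged GSK-3 alpha with peptide substrate and 25 µM ATP; 0% = DMSO neutral wells and 100% = GW8510 positive control wells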
RGS4 pot = potentiators or activators of RGS4; B-score at 10 µM; HEK293 M3R/inducible RGS4, carbachol calcium flux Fluo4; hits give low values; 310,000 compounds, 0.92% hits; AID 463111;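 active = B-score of the integrated calcium signal more than 4 SD below the library mean, with starting fluorescence not abnormally high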;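 also: negative B-score means reduced calcium response which marks RGS4 activation or potentiation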
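Test system: HEK293 cells with stable M3R and inducible RGS4; also added: carbachol at ECmax as muscarinic agonist stimulus; schedule: dye loading 30 min 37 °C, buffer rest 30 min RT; technique: kinetic calcium fluorescence imaging with Fluo4-AM dye, 2 µM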
KCNK3 inh = human KCNK3 channel inhibition, primary screen; O14649; CHO-KCNK3 thallium flux, FluxOR fluorescence; hits give low values; B-score at 10 µM; 340,000 compounds, 0.84% hits; AID 602410;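 active = B-score under library mean minus 4 SD, starting fluorescence ratio at most library mean plus 5 SD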;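 also: more negative B-score means stronger inhibition of thallium flux through KCNK3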
RGS4 inh = inhibitors of human RGS4. P49798. HEK293 M3R/RGS4 inducible, Fluo-4 calcium flux; hits give high values; triggered by carbachol at its EC20. B-score at 10 µM. 310,000 compounds, 0.45% hits. AID 463165;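 active = B-score, a plate-corrected calcium signal, over three deviations above library mean, with baseline fluorescence within five deviations of library mean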;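 also: RGS4 expression induced by doxycycline in cells with stable M3 receptor; B-score is computed from the integrated fluorescence ratio over baseline after carbachol; higher B-score means a larger calcium signal and so more RGS4 inhibition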
KCNQ1 block = blocks the human KCNQ1 potassium channel; CHO-K1 KCNQ1, FluxOR thallium flux fluorescence; hits give high values; AID 2642; B-score at 10 µM; 310,000 compounds, 1.3% hits; P51787;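 active = compounds whose thallium flux B-score, printed positive for inhibition, exceeds three library SD while starting fluorescence stays within three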;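 also: channel opened by potassium depolarization with thallium stimulus after 20 min compound exposure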
Target sequence (P51787 whole entry, looked up): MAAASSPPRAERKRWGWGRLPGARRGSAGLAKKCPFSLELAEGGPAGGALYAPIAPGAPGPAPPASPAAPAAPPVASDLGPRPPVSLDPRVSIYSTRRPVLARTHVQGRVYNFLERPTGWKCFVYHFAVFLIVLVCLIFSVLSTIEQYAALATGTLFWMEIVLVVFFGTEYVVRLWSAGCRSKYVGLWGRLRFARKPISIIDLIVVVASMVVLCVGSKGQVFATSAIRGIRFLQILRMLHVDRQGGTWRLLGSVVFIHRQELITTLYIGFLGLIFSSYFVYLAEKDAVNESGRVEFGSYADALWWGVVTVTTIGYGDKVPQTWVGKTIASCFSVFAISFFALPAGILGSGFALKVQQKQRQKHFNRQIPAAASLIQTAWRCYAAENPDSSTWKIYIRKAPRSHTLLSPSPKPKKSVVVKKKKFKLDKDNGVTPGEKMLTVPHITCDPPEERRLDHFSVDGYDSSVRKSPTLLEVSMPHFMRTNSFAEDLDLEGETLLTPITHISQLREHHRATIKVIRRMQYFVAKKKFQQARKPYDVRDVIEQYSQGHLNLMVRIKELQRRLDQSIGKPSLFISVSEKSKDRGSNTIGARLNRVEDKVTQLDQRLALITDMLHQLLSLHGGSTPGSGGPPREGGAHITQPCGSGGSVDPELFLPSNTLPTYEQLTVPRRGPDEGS
KCNQ1 act = potentiates or activates the human KCNQ1 potassium channel | 310,000 compounds, 0.35% hits | P51787 | AID 2648 | CHO-K1 KCNQ1, thallium flux FluxOR fluorescence; hits give high values | B-score at 10 µM;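 active = fluorescence ratio B-score, a plate-corrected score, at least three library SD, with initial intensity B-score within 5 SD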
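System: Stable KCNQ1 CHO-K1 line | Incubation: 90 min dye loading and 20 min compound exposure, both at room temperature | Measure: Ratio B score | Medium: Assay buffer for compound exposure, DMSO matched across wells | Compound dosing: Single-concentration screen | Probe or stimulus: K+/Tl+ depolarizing stimulus | Measured by: Kinetic FluxOR fluorescence, 10 s baseline plus 110 s post-stimulus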
hERG rescue = shields human hERG channel from block by proarrhythmic agents. Q12809. CHO-hERG, FluxOR thallium flux, dofetilide IC70 present. activation (rescue from dofetilide block), less the hit threshold, % at 10 µM. 310,000 compounds, 0.51% hits. AID 1511;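 active = activation above the mean of controls blocked by dofetilide plus 5 SD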;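 also: thallium influx through hERG after potassium depolarization seen as dye fluorescence rise; in these data hits start at about 4.7%; inactives centre near -7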
PolyA inh = blocks polyadenylation in yeast reporter cells; S. cerevisiae SKY197-pL101 polyadenylation reporter, beta-gal luminescence; efflux-impaired pdr1/pdr3 knockout yeast; score 100 = 6 SD above DMSO; calls only at 12 µM; 300,000 compounds, 0.02% hits;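 active = lowest replicate activity score at least 50, where 100 means six control SD above control mean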;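 also: yeast exposed to compound for 9 h at 30 °C; higher score means more reporter readthrough which indicates perturbed polyadenylation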
DYRK1A inh = Dyrk1A (rat) kinase inhibition; Q63470; ADP-Glo luminescence, NFATc1 peptide; inhibition, % at 12.5 µM; 310,000 compounds, 0.43% hits; in the data active = inhibition above about 50%;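 also: plate controls were vehicle with enzyme for no effect and no enzyme for full effect; many of its hits are not listed in these tables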
KCNK9 block = blocks the human KCNK9 two-pore domain potassium channel. Q9NPC2. HEK293 KCNK9, FluxOR thallium flux fluorescence; hits give low values. B-score at 10 µM. 310,000 compounds, 1.2% hits. AID 488922;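 active = ratio B-score over 3 SD below the library mean, with starting fluorescence within 5 SD of its mean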;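 also: negative B-score means less thallium flux so channel inhibition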
Target sequence (Q9NPC2 whole entry, looked up, the tested form may be a part): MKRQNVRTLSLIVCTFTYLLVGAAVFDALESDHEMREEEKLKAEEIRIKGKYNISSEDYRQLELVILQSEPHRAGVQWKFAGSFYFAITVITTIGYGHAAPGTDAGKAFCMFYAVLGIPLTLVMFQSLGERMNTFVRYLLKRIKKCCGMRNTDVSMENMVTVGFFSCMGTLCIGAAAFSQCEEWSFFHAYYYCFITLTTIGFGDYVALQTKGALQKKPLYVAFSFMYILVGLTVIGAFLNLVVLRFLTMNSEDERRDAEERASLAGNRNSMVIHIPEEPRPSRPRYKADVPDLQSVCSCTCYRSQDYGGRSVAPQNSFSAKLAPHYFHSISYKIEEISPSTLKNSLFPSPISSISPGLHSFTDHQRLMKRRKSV
GSK3B inh = inhibitors of human GSK3beta kinase. P49841. GST-GSK3beta kinase, ADP-Glo luminescence, 60 min; hits give low values. activity score (negative = inhibition), % at 10 µM. 300,000 compounds, 0.038% hits;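 active = more than half of replicate wells score below -50%, meaning over 50% inhibition versus plate controls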;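 also: 0% = median DMSO wells and -100% = median GW8510 positive control wells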
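Test system – GST-tagged human GSK3beta kinase, cell-free · Incubation – 60 min enzyme reaction, room temperature · Signal – ADP-Glo luminescence · Also added – peptide substrate and ATP at 25 µM · Controls – DMSO neutral wells and GW8510 at 20 µM as positive · Buffer or medium – Tris/MgCl2 kinase buffer · Measure – Luminescence-derived activity versus plate DMSO and GW8510 wells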
Numbers without * were called inactive; i = inactive; . = no result given. These rows are one share of the data; count on the stated rates, not on these rows.

SMILES	GSK3A inh	RGS4 pot	KCNK3 inh	RGS4 inh	KCNQ1 block	KCNQ1 act	hERG rescue	PolyA inh	DYRK1A inh	KCNK9 block	GSK3B inh
COC(=O)CSc1cc(SCC(=O)OC)c(C#N)c(SCC(=O)OC)c1	-4	i	i	i	i	i	-19	i	-1	i	-1
Cc1occc1-c1nnc(SCC(=O)Nc2nccs2)n1Cc1ccco1	8	i	i	i	i	i	-7	i	2	i	-1
NC(=O)c1cc2ccccc2o/c1=N\NC(=O)c1ccncc1	-2	i	i	i	i	i	-13	i	1	i	-3
COc1cc2c(cc1NC(=O)c1ccc(C)c([N+](=O)[O-])c1)oc1ccccc12	0	i	i	i	i	i	-10	i	0	i	2
COc1cccc(C(=O)N2CCC(CCC(=O)Nc3cccc(C)c3)CC2)c1	0	i	i	i	i	i	-12	i	-9	i	-2
CC1=C(/C=N/Nc2ccc([N+](=O)[O-])cc2[N+](=O)[O-])C(C)(C)CCC1	-1	i	i	i	i	i	-15	i	-3	i	1
COc1ccc(CCNC(=O)Cn2nnc(-c3ccc(OC)c(OC)c3)n2)cc1OC	-3	i	i	i	i	i	-11	i	.	i	0
COCCCn1c(=O)cc(C)[nH]c1=S	0	i	i	i	i	i	4	i	-7	i	5
CCOc1ccc(N2CC(C(=O)Nc3c(C)n(C)n(-c4ccccc4)c3=O)CC2=O)cc1 (stereo not drawn)	0	i	i	i	i	i	-11	i	.	i	-3
COc1ccc(Cl)cc1NC(=O)CN(C)CC(=O)NC(C)c1ccccc1 (stereo not drawn)	-1	i	i	i	i	i	-13	i	0	i	1
CCOC(=O)C1CC(=O)c2cc(OC)c(OC)cc2C1 (stereo not drawn)	-2	i	i	i	i	i	-4	i	2	i	-3
O=C(NCc1ccncc1)c1ccc(Br)o1	0	i	i	i	i	i	-9	i	5	i	1

Full records, looked up by structure. Order of values: GSK3A inh | RGS4 pot | KCNK3 inh | RGS4 inh | KCNQ1 block | KCNQ1 act | hERG rescue | PolyA inh | DYRK1A inh | KCNK9 block | GSK3B inh
COc1ccc(CCNC(=O)Cn2nnc(-c3ccc(OC)c(OC)c3)n2)cc1OC as listed: -3 | i | i | i | i | i | -11 | i | . | i | 0
NC(=O)c1cc2ccccc2o/c1=N\NC(=O)c1ccncc1 as listed: -2 | i | i | i | i | i | -13 | i | 1 | i | -3

Returning to the listing, repeating the 5 entries before the break.
SMILES	GSK3A inh	RGS4 pot	KCNK3 inh	RGS4 inh	KCNQ1 block	KCNQ1 act	hERG rescue	PolyA inh	DYRK1A inh	KCNK9 block	GSK3B inh
COCCCn1c(=O)cc(C)[nH]c1=S	0	i	i	i	i	i	4	i	-7	i	5
CCOc1ccc(N2CC(C(=O)Nc3c(C)n(C)n(-c4ccccc4)c3=O)CC2=O)cc1 (stereo not drawn)	0	i	i	i	i	i	-11	i	.	i	-3
COc1ccc(Cl)cc1NC(=O)CN(C)CC(=O)NC(C)c1ccccc1 (stereo not drawn)	-1	i	i	i	i	i	-13	i	0	i	1
CCOC(=O)C1CC(=O)c2cc(OC)c(OC)cc2C1 (stereo not drawn)	-2	i	i	i	i	i	-4	i	2	i	-3
O=C(NCc1ccncc1)c1ccc(Br)o1	0	i	i	i	i	i	-9	i	5	i	1
N#CCc1c(C#N)c(N)nc(N2CCCC(O)C2)c1C#N (stereo not drawn)	3	i	i	i	i	i	-10	i	15	i	-3
CSc1nsc(SCC(=O)Nc2cc(C(=O)O)ccc2C)n1	5	i	i	i	i	i	-9	i	0	i	2
CN(C)S(=O)(=O)Nc1ccc(Oc2ccccc2)cc1	-3	i	i	i	i	i	-15	i	1	i	2
CC1Cc2ccccc2N1S(=O)(=O)c1ccc2c(c1)n(C)c(=O)c(=O)n2C (stereo not drawn)	-2	i	i	i	i	i	-15	i	9	i	4
O=C(Cc1ccc(Cl)cc1)N1CCOCC1	-1	i	i	i	i	i	0	i	9	i	2
Cc1ccc(NC(=O)CNCC2CCCCC2)cc1S(=O)(=O)N(C)C	.	i	i	i	i	i	-8	i	-6	i	-1
Cc1cc(C)n(/N=C/c2ccc(C(C)C)cc2)c(=O)c1C#N	0	i	i	i	i	i	-8	i	-10	i	-3
Cc1[nH]nc(NCCO)c1[N+](=O)[O-]	-3	i	i	i	i	i	-4	i	3	i	-1
CCOc1ccc(C2Nc3ccccc3C(CC)(CC)O2)cc1 (stereo not drawn)	-3	i	i	i	i	i	-17	i	6	i	1
CN(CC(=O)Nc1ccccc1Br)C(=O)c1cccc([N+](=O)[O-])c1	1	i	i	i	i	i	-2	i	-1	i	-1
CCCc1c(O)nc(SCCN(CC)CC)n(C(=O)c2ccccc2)c1=O	-3	i	i	i	i	i	-3	i	3	i	1
NC(Cc1ccccc1)C(O)(c1ccccc1)c1ccccc1 (stereo not drawn)	-2	i	i	i	i	i	-27	i	-2	i	-3
CCOc1ccc(N=Nc2ccc(O)c3ncccc23)cc1	-2	i	i	i	i	i	11*	i	-2	i	2
O=C1CCN(S(=O)(=O)c2cccs2)c2ccc(C(F)(F)F)cc2N1	-1	i	i	i	i	i	2	i	1	i	1
Cc1cccc(-n2c(N)c(-c3nc4ccccc4n3C)c3nc4ccccc4nc32)c1	-2	-7.5*	-8.8*	i	i	i	-14	i	0	i	-5
Cc1ccc(CSc2ccc(-c3cccs3)nn2)cc1	.	i	i	i	i	i	-5	i	3	i	-31
COC(=O)C1=C(C)N=C2SC(C)C(=O)N2C1c1ccc(C(=O)OC)cc1 (stereo not drawn)	2	i	-8.7*	i	i	i	0	i	1	i	-3
COc1cc(C(=O)NCC(c2ccco2)N2CCc3ccccc3C2)cc(OC)c1OC (stereo not drawn)	1	i	i	i	i	i	-14	i	-4	i	2
COc1cc(OC)c(C(=O)NCc2ccco2)cc1OC	-3	i	i	i	i	i	-1	i	1	i	4
Cc1ccc(S(=O)(=O)N(CC(=O)N2CCN(c3ccccc3F)CC2)C2CCCCC2)cc1	.	i	i	i	i	i	-14	i	2	i	4
O=C(NCCCN1CCCC1=O)c1cc2nc(-c3ccco3)cc(C(F)(F)F)n2n1	-2	i	i	i	i	i	-6	i	1	i	.
O=S(=O)(NCC1CCCO1)c1ccc(-c2ccc(S(=O)(=O)NCC3CCCO3)cc2)cc1 (stereo not drawn)	0	i	i	i	i	i	-10	i	-9	i	0
Cc1cc(-c2ccc(Cl)cc2)oc(=O)c1NC(=O)c1ccccc1	-2	i	i	i	i	i	-4	i	1	i	0
CN1CCCC(OC(=O)/C(C#N)=C/c2ccccc2)C1 (stereo not drawn)	.	i	i	i	i	i	-1	i	0	i	-1
Cc1cc(C)cc(OCC(=O)Nc2nc3ccc([N+](=O)[O-])cc3s2)c1	-1	i	i	i	i	i	-6	i	-11	i	-1
CSc1nc(C)cc(Oc2ccc(OCCOc3ccccc3)nn2)n1	4	i	i	i	i	i	-11	i	-4	i	4
CC(C)(C)n1nc2c(c1NC(=O)c1cccc(C(F)(F)F)c1)CS(=O)C2 (stereo not drawn)	-6	i	i	i	i	i	-15	i	-4	i	1
COC(=O)[C@@H](NC(=O)Nc1cc(Cl)ccc1C)C(C)C	-1	i	i	i	i	i	-12	i	0	i	-1
COc1cc(C(=S)N2CCOCC2)ccc1OC(=O)c1cc([N+](=O)[O-])c(C)c([N+](=O)[O-])c1	-3	i	i	i	i	i	-1	i	1	i	11
COc1cc2c(cc1OC)C(C)N(C(=O)C1COc3ccccc3O1)CC2 (stereo not drawn)	-1	i	i	i	i	i	-4	i	-1	i	4
Cc1ccc(-c2nnc(SCC(=O)CC(=O)Nc3ccccc3)n2-c2ccccc2)cc1	0	i	i	i	i	i	-16	i	-1	i	-1
CC(C)(C)c1ccc(OCC(=O)NNC(=S)NC(=O)c2ccco2)c(Br)c1	2	-10*	i	i	i	56*	-13	i	-10	i	-5
CCCn1c(=O)c(C(=O)NCc2ccccc2OC)c(O)c2ccccc21	2	i	i	i	i	i	-7	i	-1	i	-9
CCS(=O)(=O)N1Cc2ccccc2CC1C(=O)NC(C)C12CC3CC(CC(C3)C1)C2 (stereo not drawn)	-1	i	i	i	i	i	0	i	0	i	3
CCCCC1=CC2=C(c3ccco3)C(=O)C(C)(OC(=O)c3ccc(OC)cc3)C(=O)C2=CN1CCCCO (stereo not drawn)	-1	i	i	i	i	i	-8	i	-3	i	2
O=C(/C=C/c1ccccc1Cl)Nc1ccncc1	6	i	i	i	i	i	-6	i	35	i	-2
Cc1ccc(C(=O)CSC2=C(C#N)C(c3ccco3)CC(=O)N2)c(C)c1 (stereo not drawn)	2	i	i	i	i	i	-10	i	-8	i	0
CCC(C)[C@H](NC(=O)NCc1cccc(OC)c1)C(=O)OC (stereo partly drawn)	0	i	i	i	i	i	0	i	-1	i	2
NC(=O)CC(NC(=O)Cc1ccc(Br)cc1)c1ccc(NCc2ccc(F)cc2)c([N+](=O)[O-])c1 (stereo not drawn)	6	i	i	i	i	i	-9	i	2	i	-3
Cc1ccc(S(=O)(=O)Nc2ccc3c(c2)OCCO3)cc1C	-1	i	i	i	i	i	-12	i	1	i	3
O=C(c1ccccc1)N1CCCc2ccccc21	1	i	i	i	i	i	-1	i	-2	i	3
O=C(CCn1c(=O)[nH]c2ccsc2c1=O)NCc1ccc(F)cc1	1	i	i	i	i	i	-8	i	.	i	1
CC(C)(Cc1ccc(O)cc1)NC(=O)CC(=O)N=Nc1c(O)[nH]c2ccc(Br)cc12	0	i	i	i	i	i	-7	i	0	i	1
CCOC(=O)c1c(-c2ccccc2)oc2ccc(O)c(CN3CCCC3)c12	4	i	i	i	i	i	-17	i	17	i	-6
C[C@H]1CC[C@@]2(O[C@H](CCO)C[C@H](O)[C@H]2O)O1	-3	i	i	i	i	i	-6	i	-13	i	2
N/C(=N/OC(=O)c1ccccc1F)c1nonc1N	-5	i	i	i	i	i	-9	i	6	i	-3
Cc1ccccc1N1CCN(C2CCCN(C(=O)c3ccccn3)C2)CC1 (stereo not drawn)	0	i	i	i	i	i	-10	i	7	i	-1
